All columns: NCI-60 one-dose screen, growth in % after 48 h at 10 µM unless noted; 100 = growth as untreated, 0 = no growth, -100 = all killed.
BT-549 – BT-549 breast cancer; 4.4% of 78,000 active; AID 1794793
MDA-MB-231 – MDA-MB-231 breast cancer. 5% of 81,000 active. AID 1794789
LOX IMVI – LOX IMVI melanoma. 7.4% of 79,000 active
T-47D – T-47D breast cancer; 5% of 79,000 active; AID 1794792
MDA-MB-468 – MDA-MB-468 breast cancer. 8.5% of 78,000 active. AID 2202374
HS 578T – HS 578T breast cancer; 4.1% of 78,000 active; AID 1794788
MCF7 – MCF7 breast cancer. 6.3% of 82,000 active
MALME-3M – MALME-3M melanoma; 5.8% of 78,000 active; AID 1794766
Active calls of the source: *; nt = no result given. How the source made its calls: active means growth percent below 10; inactive means the rest. Compounds were not picked by outcome; about 12% have a hit in one of these screens.

SMILES	BT-549	MDA-MB-231	LOX IMVI	T-47D	MDA-MB-468	HS 578T	MCF7	MALME-3M
CC(C)(C)Nc1nc2c(OCCc3ccccc3)cccn2c1-c1ccc(Cl)cc1	47.7	17.4	2.9*	8.8*	-22.4*	70.3	0.0*	1.5*
Cc1c(Cl)ccc2c(C(=O)O)cc(-c3ccccc3)nc12	75.5	88.9	92.4	87.8	99.5	84.1	81.6	81.8
CN(C)c1ccc(-c2cc(-c3ccc(Nc4nc(Nc5ccccc5)nc(Nc5ccc(Cl)cc5)n4)cc3)nc(N)n2)cc1	51.4	41.8	38.1	29.3	74.3	nt	19.1	57.0
CC(=O)NCCCCCNC(C)=O	106.2	120.5	99.0	94.4	100.2	103.3	94.5	109.2
CNC(=O)c1cc(N2CCc3c2ccc(NC(=O)Nc2ccc(Cl)c(Cl)c2)c3F)ccn1	109.0	89.5	93.6	61.9	74.1	71.2	69.2	90.7
CS(=O)(=O)O	101.1	106.0	90.8	91.4	111.4	102.1	94.7	116.0
C=CCc1c(O)c(C=O)c(OC)c2c(=O)cc(-c3ccc(Cl)cc3)oc12	99.0	73.1	81.1	93.9	106.0	91.7	82.5	133.3
Cc1ccc[n+](CCCCC[n+]2cccc(C)c2)c1	107.1	106.4	99.2	106.8	103.8	110.3	106.0	nt
COC(=O)c1c(C)nc(Nc2nc3ccccc3s2)nc1-c1ccc(F)cc1	92.6	93.2	89.1	65.8	73.1	109.2	106.2	141.4
CC(C)(C)OC(=O)N1C(=O)c2c(c3c4ccccc4[nH]c3c3ccc4ccccc4c23)C1=O	61.7	66.8	57.5	32.6	75.6	49.7	34.5	48.1

Continued, starting with the last seven of the part before.
SMILES	BT-549	MDA-MB-231	LOX IMVI	T-47D	MDA-MB-468	HS 578T	MCF7	MALME-3M
CC(=O)NCCCCCNC(C)=O	106.2	120.5	99.0	94.4	100.2	103.3	94.5	109.2
CNC(=O)c1cc(N2CCc3c2ccc(NC(=O)Nc2ccc(Cl)c(Cl)c2)c3F)ccn1	109.0	89.5	93.6	61.9	74.1	71.2	69.2	90.7
CS(=O)(=O)O	101.1	106.0	90.8	91.4	111.4	102.1	94.7	116.0
C=CCc1c(O)c(C=O)c(OC)c2c(=O)cc(-c3ccc(Cl)cc3)oc12	99.0	73.1	81.1	93.9	106.0	91.7	82.5	133.3
Cc1ccc[n+](CCCCC[n+]2cccc(C)c2)c1	107.1	106.4	99.2	106.8	103.8	110.3	106.0	nt
COC(=O)c1c(C)nc(Nc2nc3ccccc3s2)nc1-c1ccc(F)cc1	92.6	93.2	89.1	65.8	73.1	109.2	106.2	141.4
CC(C)(C)OC(=O)N1C(=O)c2c(c3c4ccccc4[nH]c3c3ccc4ccccc4c23)C1=O	61.7	66.8	57.5	32.6	75.6	49.7	34.5	48.1
COc1ccccc1/C=N/N=C(\C)c1nnn(-c2ccc(Cl)cc2)c1C	105.9	110.2	105.1	107.5	96.1	108.5	90.4	101.0
Cn1cc(-c2cc(N)n3nc(-c4c[nH]c5ccccc45)cc3n2)c2ccccc21	-92.5*	-89.8*	-78.2*	-56.6*	-79.8*	-23.7*	-77.3*	-94.8*
CC1=CC(=O)OC(C)(C)C1	99.1	116.6	92.8	105.8	106.8	128.1	104.2	110.6
CCCCCCCCCCCCCCCCOc1ccc(C(=O)CC(=O)OC)cc1	nt	111.8	103.4	108.3	80.0	109.9	94.8	nt
N#Cc1c(-c2cccc3ccccc23)nc(NCCO)[nH]c1=O	106.0	106.1	90.8	96.3	106.3	101.6	100.9	97.8
Cc1ccc(/C=C(/C#N)n2nnc3ncccc32)cc1	11.3	-4.0*	4.5*	5.4*	24.4	0.8*	14.5	22.7
CCOC(=O)CNC(=O)NCn1c(=O)[nH]c2ccccc2c1=O	122.6	103.1	104.1	95.7	104.2	100.5	93.9	100.6
CC1N=C(SCc2ccc(Cl)cc2)N2C(C)N=C(SCc3ccc(Cl)cc3)N12 (stereo unspecified)	100.0	99.0	98.0	82.5	95.0	92.6	92.5	83.7
COC(=O)c1cc(-c2ccccn2)[nH]c(=O)c1C#N	102.6	nt	96.9	nt	101.3	91.8	90.0	97.1
CCN(CC)c1ccc(C=O)c(OCc2cn(CC(=O)Nc3ccc(OC)cc3)nn2)c1	115.4	99.9	97.5	105.9	103.1	117.6	102.4	113.9
CCOC(=O)C(Cl)C(c1ccccc1)c1ccccc1 (stereo unspecified)	100.0	87.2	85.9	75.1	92.9	92.7	99.2	96.7
O=C1C=CC(=O)N1c1cccc2c1CCCC2	112.1	105.6	106.6	86.5	95.1	113.6	88.3	85.5
N#Cc1c[nH]n2ccnc12	98.3	110.9	96.1	92.3	nt	117.0	101.6	105.7
O=C1NC(=O)c2c1c1c3ccccc3[nH]c1c1oc3ccc(O)cc3c21	90.8	88.0	105.3	94.3	109.3	84.0	84.2	81.8
CCCCOc1nc2c(C)cccc2cc1/C=C/c1cc(/C=C/c2cc3cccc(C)c3nc2OCCCC)[nH]n1	95.1	105.4	100.6	98.5	115.1	94.4	105.1	108.3
Cc1ncc(CC(=O)O)c2c1OC(C)(C)OC2	103.2	115.9	99.2	93.5	97.3	121.2	100.5	92.1
COc1ccc(-c2c(C(N)=O)nnn2-c2cc(OC)c(OC)c(OC)c2)cc1	99.2	120.6	92.9	89.9	105.1	107.5	97.2	97.4
COc1ccccc1CNCCN1C(=O)c2ccc3c4c(ccc(c24)C1=O)C(=O)N(CCNCc1ccccc1OC)C3=O	-94.0*	-18.4*	-82.3*	-65.8*	-92.8*	nt	-69.2*	-92.0*
CCN(CC)CCN1C(=O)c2cccc3c(/C=C/CN4C(=O)c5cccc6cccc(c56)C4=O)ccc(c23)C1=O	89.8	95.5	96.6	94.8	99.2	84.8	4.8*	91.9
CCCCCSc1nc(N)nc2nc[nH]c12	87.4	107.2	109.6	83.3	95.5	120.8	91.1	88.5

Given with two lines to a compound: three of the compounds above.
Fields: BT-549, MDA-MB-231, LOX IMVI, T-47D, MDA-MB-468, HS 578T, MCF7, MALME-3M
> Cc1c(Cl)ccc2c(C(=O)O)cc(-c3ccccc3)nc12
    75.5, 88.9, 92.4, 87.8, 99.5, 84.1, 81.6, 81.8
> COc1ccccc1CNCCN1C(=O)c2ccc3c4c(ccc(c24)C1=O)C(=O)N(CCNCc1ccccc1OC)C3=O
    -94.0*, -18.4*, -82.3*, -65.8*, -92.8*, nt, -69.2*, -92.0*
> CC(C)(C)OC(=O)N1C(=O)c2c(c3c4ccccc4[nH]c3c3ccc4ccccc4c23)C1=O
    61.7, 66.8, 57.5, 32.6, 75.6, 49.7, 34.5, 48.1

(more compounds)
SMILES	BT-549	MDA-MB-231	LOX IMVI	T-47D	MDA-MB-468	HS 578T	MCF7	MALME-3M
Brc1nc(Br)c(Br)[nH]1	102.0	99.3	88.8	83.8	102.9	96.4	100.1	77.8
O=C1CCC(N2CCSC2=S)N1 (stereo unspecified)	105.4	109.9	98.5	84.4	124.1	112.8	92.8	104.5
COc1ccc2nc(-c3ccc(OC)c(OC)c3)cc(-c3nnc(SC/C(=N\O)c4ccccc4)n3-c3ccccc3)c2c1	75.0	56.5	53.5	46.0	89.6	72.2	nt	106.1
O=S(=O)(O)c1ccc(N=Nc2c(S(=O)(=O)O)cc3cc(S(=O)(=O)O)cc(O)c3c2O)cc1	100.8	123.4	84.4	88.0	114.2	nt	97.2	90.7
CCC1(C)c2cc(C)c(C(C)=O)cc2C(C)(C)C1C (stereo unspecified)	109.5	94.4	100.3	91.5	109.7	105.8	102.2	92.8
COc1ccc(-c2cc(C(=O)N3N=C(c4ccccc4)CC3c3cc(-c4ccccc4)nn3-c3ccccc3)c3ccccc3n2)cc1 (stereo unspecified)	93.8	95.7	97.4	82.9	104.2	103.3	87.9	114.6
Oc1ccc(-c2nnc(Nc3ccc(Br)cc3)o2)cc1	nt	99.9	99.3	92.9	99.0	105.2	96.2	108.7
Cc1cc(CSc2ssc(=S)c2-c2ccccc2)c(CSc2ssc(=S)c2-c2ccccc2)cc1C	99.0	88.2	97.4	94.7	nt	95.3	94.1	100.0
CCn1cc(C(=O)NN=C2CCCCC2)c(=O)c2ccc(C)nc21	91.9	94.4	96.9	92.3	86.9	81.9	89.2	90.3
CCCC(C)N (stereo unspecified)	nt	104.6	104.9	105.4	111.0	nt	100.4	134.5
CCc1c(N)nc(N)nc1Nc1ccccc1Cl	107.1	113.6	95.4	103.0	90.4	97.2	110.6	91.7
Cc1cc2nc3c4cc(Br)ccc4n(CCN(C(C)C)C(C)C)c3nc2cc1C	104.4	70.6	81.5	81.3	48.6	92.1	19.1	112.1
CN(Cc1ccccc1)N=Nc1ccccc1	101.0	110.5	103.6	98.1	121.1	101.4	102.0	106.5
CCN(CC)c1ccc(NC2=C(Cl)C(=O)c3nc(C)ccc3C2=O)cc1	132.1	-46.5*	-71.6*	-36.0*	-45.0*	65.4	-38.5*	-11.1*
CCn1c2c(c3ccccc31)CC1CN(Cc3ccco3)C(=O)C1C2C(=O)O (stereo unspecified)	103.9	105.2	95.4	99.4	99.4	102.4	89.1	99.4
O=c1c2cc(-c3ccccc3)sc2nc2sc(-c3ccccc3)nn12	118.0	110.0	107.2	99.3	100.7	96.0	97.6	94.1
O=C(Cc1ccccc1Nc1c(Cl)cccc1Cl)NN1C(=O)/C(=C/N2N=C(c3ccc4ccccc4c3)CC2c2ccc(Cl)cc2)SC1=S (stereo unspecified)	93.4	91.7	95.9	88.0	98.5	93.7	91.2	101.0
O=S(=O)(NCCCNc1nccc(-n2cnc3ccccc32)n1)c1ccc(C(F)(F)F)cc1	88.2	83.1	85.6	44.7	76.2	78.3	83.4	98.4
CCCCCCCCCc1ccc(OCCOCCOCCOCCOCCOCCOCCOCCOCCO)cc1	-9.1*	-38.1*	7.9*	116.2	-11.7*	8.9*	10.9	-10.2*
CN=C(N)N/N=C(\C)c1ccc2c(c1)Cc1ccccc1-2	-6.1*	-67.5*	-83.9*	-65.4*	nt	-19.1*	-99.3*	-85.0*
COC(=O)c1ccc(Cl)c(Cl)c1	94.1	103.0	102.4	93.3	115.0	114.6	94.2	95.7
Cc1cc(N2CCCC2)nc(NCc2cc(Nc3ccnc4cc(Cl)ccc34)ccc2F)n1	55.2	-69.8*	-92.9*	-54.7*	-58.7*	-34.5*	-56.1*	-66.9*
CCC(CC)COC(=O)c1ccccc1C(=O)OCC(CC)CC	119.3	90.1	99.5	79.5	97.2	91.4	99.3	108.1
O=c1ccn(Cc2cn(-c3cc4ccccc4oc3=O)nn2)c(=O)[nH]1	108.6	93.1	97.6	97.0	110.3	95.3	95.8	102.5
O=C1c2cccc(NCCN=Cc3cc(O)ccc3O)c2C(=O)c2c(NCCN=Cc3cc(O)ccc3O)cccc21	41.7	-41.0*	-44.9*	-2.3*	-85.8*	-37.6*	-59.6*	-24.6*
Cc1cc(NCc2cc(Nc3ccnc4cc(Cl)ccc34)ccc2F)nc(N2CCSCC2)n1	46.6	-8.2*	-89.2*	-37.8*	-17.3*	-1.5*	0.1*	-30.7*
O=C(/C=C/Nc1ccc(S(=O)(=O)Nc2ncccn2)cc1)c1cc2cc(Br)ccc2oc1=O	92.2	102.4	103.3	99.2	107.6	93.2	nt	101.4
CC(C(=O)O)c1ccc2c(c1)Cc1cccnc1O2 (stereo unspecified)	124.3	102.8	100.4	94.4	111.8	97.3	108.8	118.9

Bioassay records deposited in PubChem by NCI.
